Source: PubChem BioAssay (The Scripps Research Institute Molecular Screening Center)
TEAD-YAP block = TEAD-YAP interaction inhibition. HEK-TIYL cells, TEAD-Gal4/YAP UAS-luciferase luminescence. 640,000 compounds, 1.4% hits. inhibition, % at 9.12 µM; in the data active = inhibition above about 32%;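 also: 0% = median of test compound wells and 100% = reference inhibitor wells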
GPR151 activ = activates the human receptor GPR151 | 650,000 compounds, 1% hits | PathHunter beta-arrestin GPR151 cells, luminescence | Q8TDV0 | AID 1508602 | activation, % at 11.2 µM; in the data active = activation above about 4.9%;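 also: 0% = median of compound wells and 100% = cells with positive control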
Target sequence (Q8TDV0 whole entry, looked up): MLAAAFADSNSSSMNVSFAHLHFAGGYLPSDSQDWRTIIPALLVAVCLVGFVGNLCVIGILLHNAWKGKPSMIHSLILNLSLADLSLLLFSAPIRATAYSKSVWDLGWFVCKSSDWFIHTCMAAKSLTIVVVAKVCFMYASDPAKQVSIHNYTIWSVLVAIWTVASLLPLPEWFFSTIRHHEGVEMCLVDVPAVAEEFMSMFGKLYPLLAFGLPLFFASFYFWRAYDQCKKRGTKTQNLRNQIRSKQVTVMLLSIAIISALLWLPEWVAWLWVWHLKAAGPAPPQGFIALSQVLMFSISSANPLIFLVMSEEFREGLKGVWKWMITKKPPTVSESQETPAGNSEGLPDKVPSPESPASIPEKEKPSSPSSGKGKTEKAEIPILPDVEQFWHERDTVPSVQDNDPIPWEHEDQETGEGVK
FBW7 activator = human FBW7 E3 ligase activation, primary screen; normalized activity (activation), % at 26.1 µM; 650,000 compounds, 0.13% hits; AlphaScreen FBW7–phospho-cyclin E peptide binding, activator screen; AID 1259310; Q969H0; in the data active = normalized activity above about 1.9%;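 also: purified mutant Fbw7 with reduced substrate affinity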
MITF inh = human MITF inhibition, primary screen. inhibition, % at 2.6 µM. AID 1259374. 650,000 compounds, 0.91% hits. O75030. AlphaScreen MITF homodimerization, bead proximity signal; in the data active = inhibition above about 50%;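 also: 0% = vehicle wells with protein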
Target sequence (O75030 whole entry, looked up): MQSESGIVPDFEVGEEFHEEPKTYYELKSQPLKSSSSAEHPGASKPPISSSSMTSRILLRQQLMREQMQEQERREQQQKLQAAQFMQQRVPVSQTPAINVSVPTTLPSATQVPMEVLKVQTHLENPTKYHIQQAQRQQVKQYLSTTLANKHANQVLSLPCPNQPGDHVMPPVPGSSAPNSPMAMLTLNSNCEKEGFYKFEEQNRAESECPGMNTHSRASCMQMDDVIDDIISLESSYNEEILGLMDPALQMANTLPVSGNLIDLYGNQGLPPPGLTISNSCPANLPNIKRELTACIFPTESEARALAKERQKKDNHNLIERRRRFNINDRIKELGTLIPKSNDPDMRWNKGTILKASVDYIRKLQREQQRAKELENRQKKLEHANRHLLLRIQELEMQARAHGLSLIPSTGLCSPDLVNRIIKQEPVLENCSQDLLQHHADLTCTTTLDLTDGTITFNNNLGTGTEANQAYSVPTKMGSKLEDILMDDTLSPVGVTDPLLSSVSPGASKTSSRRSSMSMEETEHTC
* marks the source's active call; other numbers are inactive results; & = joins results of further samples.

SMILES | TEAD-YAP block | GPR151 activ | FBW7 activator | MITF inh
COc1cc2c(cc1OC)n(CC(=O)NCc1ccco1)n1c(C)cc(=O)nc21 | 14 | -0.6 | -0.2 | 5
CC1(C)CC(=O)C(/C=N/c2nc3ccccc3[nH]2)=C(O)C1 | 3 | 0.9 | 0.0 | 1
O=C(NCCc1nnc2n1CCN(CC1CCCCC1)CC2)C1CCOCC1 | -8 | 0.8 | -0.1 | -5
O=C(CCC1CCN(Cc2ccc(Cl)cc2)CC1)NC1CC1 | -3 | -1.9 | 0.3 | 8
COc1cc(N2C(=O)C3C4C=CC(C4)C3C2=O)nc(OC)n1 (stereo not drawn) | -2 | -0.4 | -0.1 | 3
CS(=O)(=O)Nc1cc(CNCc2cccc(O)c2)cc(C(=O)Nc2ccccc2)c1 | -1 | 1.7 | 0.0 | -2
Cc1c(CC(=O)O)c(=O)oc2cc3occ(-c4ccc(F)cc4)c3cc12 | 6 | 1.3 | 0.1 | 1
c1ccc(C2=NN(c3ccccc3)C(c3ccccc3)=NN2c2ccccc2)cc1 | -6 | 1.6 | -0.3 | 8
CCOC(=O)c1c(C)[nH]c(C)c1C(=O)COC(=O)c1ccc2[nH]c(C)c(C)c2c1 | 66* | -0.5 | -0.1 | -6
CC1(C)NC(=O)N(CC(=O)OCC(=O)Nc2ccccc2C(=O)NC2CC2)C1=O | 4 | -0.9 | 0.0 | -1
Cc1nc(N2CCOCC2)c2c(C)c(C(=O)NCCN(C)c3ccccc3)sc2n1 | -1 | 2.3 | -0.1 | 9
C=CCOc1ccc(Cl)cc1/C=C1\SC(NC(C)=O)=NC1=O | 1 | 0.2 | -0.1 | -7
Cc1cc(NC(=O)Cn2c3ccccc3c(=O)c3ccccc32)ccc1Br | -14 | -1.3 | 0.3 | 10
COC(=O)CCCNC(=O)Cn1cnc2sc3c(c2c1=O)CCCC3 | 2 | -1.4 | 0.2 | -4
Cc1noc(C)c1-c1nc(Nc2ccccc2)c2ncn(C(C)C)c2n1 | -78 | -1.4 | 0.1 | 14
CCCCc1ncc(CN2CCC(CC3CCCCO3)(C(=O)OCC)CC2)[nH]1 (stereo not drawn) | -4 | -0.4 | 0.1 | 0
CCCCNC(=O)/C(=C/c1ccc2c(c1)OCO2)NC(=O)c1ccco1 | 3 | 1.3 | -0.1 | 5
Cc1cc(/C=N/NC(=O)CC#N)c(C)n1-c1cc(Cl)ccc1Cl | 1 | -0.8 | -0.1 | -7
COC(=O)c1ccc2nc(NC(=O)CSc3nc4ccccc4o3)sc2c1 | -4 | 0.1 | -0.2 | 2
N#Cc1ccccc1S(=O)(=O)Nc1ccc(F)c(Cl)c1 | 2 | -0.1 | 0.0 | 3

Seven consecutive compounds from above, for reference:
SMILES | TEAD-YAP block | GPR151 activ | FBW7 activator | MITF inh
COc1cc2c(cc1OC)n(CC(=O)NCc1ccco1)n1c(C)cc(=O)nc21 | 14 | -0.6 | -0.2 | 5
CC1(C)CC(=O)C(/C=N/c2nc3ccccc3[nH]2)=C(O)C1 | 3 | 0.9 | 0.0 | 1
O=C(NCCc1nnc2n1CCN(CC1CCCCC1)CC2)C1CCOCC1 | -8 | 0.8 | -0.1 | -5
O=C(CCC1CCN(Cc2ccc(Cl)cc2)CC1)NC1CC1 | -3 | -1.9 | 0.3 | 8
COc1cc(N2C(=O)C3C4C=CC(C4)C3C2=O)nc(OC)n1 (stereo not drawn) | -2 | -0.4 | -0.1 | 3
CS(=O)(=O)Nc1cc(CNCc2cccc(O)c2)cc(C(=O)Nc2ccccc2)c1 | -1 | 1.7 | 0.0 | -2
Cc1c(CC(=O)O)c(=O)oc2cc3occ(-c4ccc(F)cc4)c3cc12 | 6 | 1.3 | 0.1 | 1

Next part.
SMILES | TEAD-YAP block | GPR151 activ | FBW7 activator | MITF inh
CC[n+]1ccc(/C=C2\C=Cc3ccccc3N2C)cc1 | 85* | 0.2 | -0.1 | 2
O=C(NC(C(=O)c1ccccc1)n1c(=O)cc[nH]c1=S)c1ccccc1 (stereo not drawn) | 1&0 | 0.6&-0.9 | 0.0&0.0 | 1&5
O=C1CC(C(=O)N2CCN(c3ccc(F)cc3)CC2)CN1CCc1ccccc1 (stereo not drawn) | 14 | 0.5 | 0.0 | 8
O=C(Nc1cccc(NC(=O)c2cccs2)c1)c1cc2ccccc2o1 | -3 | -2.6 | 0.4 | 16
COc1ccc(S(=O)(=O)N2CCN=C2SCc2ccccc2C)cc1 | -25 | 1.7 | 0.0 | -5
CCOc1ccc(/C=C(\C#N)C(=O)NCCCOC)c2ccccc12 | 0 | 0.3 | 0.1 | 7
O=C(Nc1cnn(Cc2ccc(Cl)cc2)c1)c1cccs1 | -14 | 2.2 | -0.1 | 1
C[C@H]1C(=O)N(C)CCN1C(=O)c1cc(COc2cccc3cnccc23)on1 | 36* | 1.8 | 0.0 | -10
COc1cc(CNc2ccc(-c3cccc(C(C)=O)c3)cn2)cc(OC)c1OC | 34* | 2.0 | -0.1 | 13
N#Cc1ccsc1NC(=O)/C=C/c1ccccc1 | 64* | -11 | 0.1 | -13
CN1CCN(C(=O)C2CC=CCC2C(=O)O)CC1 (stereo not drawn) | -8 | 1.5 | 0.2 | 11
CCC(=O)Nc1ccc2nc(-c3ccccc3)[nH]c2c1 | -38 | -1.5 | 0.1 | 9
Cc1ccc([N+](=O)[O-])c(C2=N/C(=C\c3cccc(Cl)c3Cl)C(=O)O2)c1 | -3 | -0.8 | -0.1 | 11
CCNc1nc(C)cc(Nc2ccc(NC(C)=O)cc2)n1 | 3 | -1.3 | -0.2 | 3
O=C1NC(=O)N(c2ccc(Br)cc2)C(=O)/C1=C\C=C\c1ccco1 | 1 | 1.1 | -0.2 | 14
CC(=O)c1cc(F)c(N2CCN(c3ccc([N+](=O)[O-])cc3F)CC2)cc1C | -5 | 0.2 | 0.0 | 9
CC(c1ccccc1)N1C(=O)C2C(C(=O)Nc3ccc(Cl)c(Cl)c3)C3(C)C=CC2(O3)C1C(=O)NC1CCCCC1 (stereo not drawn) | -6 | 0.3 | 0.0 | 0
CCOC(=S)SCCON1C(=O)c2ccccc2C1=O | -9 | 1.3 | 0.0 | 5
COc1ccc(C(=O)NCCSCc2ccco2)cc1OC | -3 | 0.1 | 0.4 | 12
COC(=O)c1sc(S(=O)(=O)NC23CC4CC(CC(C4)C2)C3)c(C(=O)OC)c1C | -1 | 0.0 | 0.0 | 8

Overlap with the part before: three compounds; new compounds follow.
SMILES | TEAD-YAP block | GPR151 activ | FBW7 activator | MITF inh
CCOC(=S)SCCON1C(=O)c2ccccc2C1=O | -9 | 1.3 | 0.0 | 5
COc1ccc(C(=O)NCCSCc2ccco2)cc1OC | -3 | 0.1 | 0.4 | 12
COC(=O)c1sc(S(=O)(=O)NC23CC4CC(CC(C4)C2)C3)c(C(=O)OC)c1C | -1 | 0.0 | 0.0 | 8
O=C(CN1CCC(C(=O)c2ccc(F)cc2)CC1)NCC1COCCO1 (stereo not drawn) | 2 | -0.2 | 0.2 | 44
O=C(O)c1cccc(NS(=O)(=O)c2ccc(Cc3ccc(S(=O)(=O)Nc4cccc(C(=O)O)c4)cc3)cc2)c1 | -4 | -0.5 | 0.0 | 2
O=C(c1ccc([N+](=O)[O-])cc1)N(CCO)CCO | -3 | -0.9 | 0.0 | 5
C/C(=C\C(=O)c1ccc(F)cc1)Nc1ccc(N2CCOCC2)cc1 | -2 | 0.3 | -0.2 | 1
CC1SC(C)C(=O)N(CC(=O)Nc2ccc([N+](=O)[O-])cc2)C1=O (stereo not drawn) | 8 | 1.1 | -0.1 | 3
Fc1ccc2[nH]c3c(=S)nc[nH]c3c2c1 | -9 | 0.6 | 0.0 | 14
O=C(CBr)Nc1ncc(Cc2cccc(Cl)c2Cl)s1 | 0 | 0.7 | -0.1 | -2
COc1ccc(-c2nc3ccccc3c(=O)n2NCc2cccc([N+](=O)[O-])c2O)cc1 | 4 | 1.7 | -0.2 | 8
COc1ccc(C(=O)NCc2nnc(SCC(=O)N3N=C(c4cccs4)CC3c3ccc(OC)cc3)n2CCc2ccccc2)cc1 (stereo not drawn) | -20 | 1.7 | 0.0 | -10
Brc1c(CSc2nnc(-c3ccco3)o2)nc2ccccn12 | -10 | -1.5 | -0.1 | 10
Cc1ccc(Cl)cc1NC(=O)CN(c1cccc([N+](=O)[O-])c1)S(C)(=O)=O | 1 | 2.2 | 0.0 | -2
COc1ccccc1-n1ncc2c([N+](=O)[O-])cc([N+](=O)[O-])cc21 | -9 | -1.2 | -0.1 | 1
O=S(=O)(/C=C/c1ccccc1)NCc1nc(N2CCCC2)c2cc(Cl)ccc2n1 | -4 | 0.6 | 0.3 | 2
Cc1occc1-c1nn(CC(=O)N2CCCC2)c(=O)o1 | 1 | -0.3 | 0.3 | 2
O=C(NCc1n[nH]c(=S)n1-c1ccc(Cl)c(Cl)c1)c1cccs1 | -4 | 1.8 | 0.0 | 0
C=CCOc1ccccc1/C=N/NC(=O)C(OC)c1ccccc1 (stereo not drawn) | -6 | 1.8 | 0.1 | -5
O=C1NCCN(Cc2ccc(F)cc2Cl)C1CC(=O)N1CCOCC1 (stereo not drawn) | -6 | -0.3 | 0.1 | 11
Nc1ncnc(Nc2ccc(OCc3ccccc3)cc2)c1[N+](=O)[O-] | -12 | -1.1 | 0.0 | -2
CCCN(CCC)S(=O)(=O)c1ccc(C(=O)Nc2ccc(S(N)(=O)=O)cc2)cc1 | -5 | -1.5 | -0.2 | 0
O=C(O)CN(CC(=O)O)c1ccc2cccc(O)c2n1 | -1 | 0.8 | 0.1 | 13
CCOC(=O)c1c2c(n(NC(N)=O)c1C)/C(=C\c1ccccc1)CC2 | 2 | 2.1 | -0.4 | -8
COC(=O)c1ccc(NC(=O)CCn2c(=O)sc3ccccc32)cc1 | 4 | 0.6 | 0.0 | -4
CCCCSCSc1nc(C)cc(C)c1C#N | -3 | 0.2 | 0.0 | -14
Cc1ccc(-n2c(SCc3ccc(F)cc3)nc3ccsc3c2=O)cc1C | 2 | 0.8 | 0.0 | 1
COC(=O)c1ccc(COC(=O)/C=C/c2ccc(Br)o2)cc1 | 2 | 1.4 | -0.1 | -4
CCCN(CCC)S(=O)(=O)c1ccc(C(=O)Nc2nnc(-c3ccccc3)s2)cc1 | 0 | -0.9 | 0.0 | 7
O=C(c1ccccc1)N1CCN(c2nc(-c3ccccc3)c3ccccc3n2)CC1 | -2 | -0.4 | 2.2* | 9
CCOC(=O)C1=CN(c2cc(C)cc(C)c2)C=C(C(=O)OCC)C1c1cccc(C(F)(F)F)c1 | 4 | 2.0 | 0.1 | 14
O=C(Nn1c(-c2cccc(Cl)c2)nc2ccccc2c1=O)c1ccc([N+](=O)[O-])cc1 | 3 | -0.8 | -0.3 | 0
CCOC(=O)C1CCCN(C(=O)Cc2c(F)cccc2Cl)C1 (stereo not drawn) | -4 | 0.3 | -0.1 | -3
CC(C)OCCNC(=O)c1ccc(OC2CCN(CCc3ccccc3)CC2)cc1 | -28 | -1.6 | 0.0 | 20
Cc1c(CNCc2ccc(F)cc2)c(C(=O)O)c(C)n1Cc1ccc(F)cc1Cl | 0 | 0.4 | -0.2 | 14
O=C1N=c2ccc(F)cc2=C1c1sc(=S)[nH]c1O | 10 | 1.2 | 0.0 | 10
COC(=O)c1ccc(NC(=O)c2ccc(NC(=O)c3ccco3)cc2)cc1 | -2 | -1.8 | 0.6 | -9
COc1ccccc1NC(=O)Cn1c(=O)n(Cc2ccc(C)cc2)c(=O)c2cccnc21 | 1 | -1.9 | -0.1 | 7
Oc1ccc(Cl)cc1CNc1nccs1 | -2 | 3.4 | -0.2 | -5
COc1ccc(-c2noc(CN(C(=O)Cc3ccccc3OC)C(C)C)n2)cc1 | -14 | 0.1 | -0.3 | -16
CCOc1ccc(N(CC(=O)N/N=C/c2ccc(Cl)c(Cl)c2)S(C)(=O)=O)cc1 | -8 | 1.1 | 0.1 | 3
Cc1ccc2cc3c(N)c(C(=O)NCC4CCCO4)sc3nc2c1 (stereo not drawn) | -35 | 0.1 | -0.4 | 9
CN(C)CCCn1c(N)c(C#N)c2nc(C#N)c(C#N)nc21 | 7 | -0.1 | -0.1 | -5

Some values from the results shown.
`COC(=O)CCCNC(=O)Cn1cnc2sc3c(c2c1=O)CCCC3` in FBW7 activator → 0.2
`O=C(c1ccc([N+](=O)[O-])cc1)N(CCO)CCO` in TEAD-YAP block → -3
`O=S(=O)(/C=C/c1ccccc1)NCc1nc(N2CCCC2)c2cc(Cl)ccc2n1` in TEAD-YAP block → -4
`Oc1ccc(Cl)cc1CNc1nccs1` in GPR151 activ → 3.4
`CC(=O)c1cc(F)c(N2CCN(c3ccc([N+](=O)[O-])cc3F)CC2)cc1C` in FBW7 activator → 0.0
`COc1ccc(S(=O)(=O)N2CCN=C2SCc2ccccc2C)cc1` in FBW7 activator → 0.0

More records follow:
SMILES | TEAD-YAP block | GPR151 activ | FBW7 activator | MITF inh
O=C(CNC(=O)c1ccccc1F)OCC(=O)c1ccccc1 | -5 | -0.1 | 0.1 | 5
CC(=O)c1c(C)[nH]c(C(=O)OCCCCN2C(=O)c3ccccc3C2=O)c1C | 54* | -0.3 | 0.0 | -6
CCOc1ccc(N(CC(=O)NCCOC)C(=O)CCC(=O)Nc2ccccn2)cc1 | 4 | 0.2 | 0.1 | 2
CCCC(=O)N(c1ccc2oc(C)c(C(=O)OCC)c2c1)S(=O)(=O)c1ccc(Cl)cc1 | -4 | 0.1 | 0.1 | -5
COc1ccc(F)cc1-c1csc(NC(=O)c2cccs2)n1 | -17 | -0.1 | 0.0 | 3
